Compound activity from PubChem BioAssay.
B2AR arrestin: recruits beta-arrestin to the human beta2-adrenergic receptor. beta-arrestin recruitment to beta2AR, cell-based reporter. 330,000 tested, 0.02% active. Potency, µM (top dose mostly 46.1 µM), without a hit: at the highest dose activation, actives largely listed as activators. AID 492947;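 further: potency means the concentration at half of the fitted maximal effect; 0% = DMSO controls and full agonism = EC100 isoproterenol or metaproterenol; nearly all actives have a fitted effect of over 65% in size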
uPA generation: blocks generation of uPA at the cell surface; cell surface uPA generation assay, qHTS; Potency, µM (doses to about 38.3 µM), inactives show top-dose activity change, negative = inhibition, hits mostly inhibitors; 330,000 tested, 0.31% active; AID 540303; active means well fitted inhibition curve with a large enough effect; inconclusive means small, poorly fitted or top-dose-only effect; inactive means no such curve, though single readings can be large or run the other way; tested in mouse RAW 264.7 cells; further: potency means the concentration at half of the fitted maximal effect; on the % scale 0 is the no-effect control and ±100 the full control effect; nearly all actives have a fitted effect of over 55% in size
Tb PFK block: T. brucei PFK enzyme inhibition; O15648; Potency, µM (highest dose often 57.5 µM), inactives show at the highest dose activity, negative = inhibition, hits mostly inhibitors; T. brucei PFK, ADP-Glo luminescence; 330,000 tested, 0.17% active;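 further: potency means the concentration at half of the fitted maximal effect; 0% = uninhibited 1x PFK enzyme wells and -100% = no-enzyme wells; nearly all actives have a fitted effect of over 60% in size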
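Luminescent ADP detection (ADP-Glo, two-step: ATP depletion then ADP-to-ATP conversion for luciferase) reported PFK activity after 45 min room-temperature reaction of 1.25 nM enzyme with 0.5 mM F6P and 0.1 mM ATP at pH 8.0.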
BCR signal inh: inhibitors of chronic active B-cell receptor signaling | 340,000 tested, 0.05% active | AID 493014 | ABC-DLBCL IkBa-CBG/CBR reporter, luminescence ratio, 4 h | Potency, µM (doses to about 46.1 µM), without a hit: at the highest dose ratio change, negative = lower green/red ratio, hits mostly inhibitors; active means well fitted inhibition curve with a large enough effect in the signal ratio, with a control signal flat, not every such curve was filed as active; inconclusive means small, poorly fitted or top-dose-only effect, or effect the other way, or a change in a side signal; the % refers to the signal ratio;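 further: potency means the concentration at half of the fitted maximal effect; plate controls were basal doxycycline-induced cells for no effect and cells given 10 µM MG132 for full effect; MG132 reads +100%, hits lower the ratio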
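Compounds up to 46 uM were incubated four hours with TMD8 cells whose green CBG68 luciferase is fused to IkappaBalpha; red CBR luminescence normalised the signal, and concentration-effect curves were fitted to fusion, red and ratio data.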
TSHR antagonist: human thyrotropin receptor antagonism; P16473; TSHR-expressing cells, TSH-stimulated cAMP HTRF, 2 h; stronger effect = lower value; activity change, negative = inhibition, % at 11.5 µM; 330,000 tested, 0.2% active; AID 504810;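 active means activity change below a set negative limit, meaning inhibition stronger than a set level, cut at about -70% in these data; inconclusive means activity change between two set negative limits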; further: on the % scale 0 is the no-effect control and ±100 the full control effect
Target sequence (P16473 whole entry, looked up): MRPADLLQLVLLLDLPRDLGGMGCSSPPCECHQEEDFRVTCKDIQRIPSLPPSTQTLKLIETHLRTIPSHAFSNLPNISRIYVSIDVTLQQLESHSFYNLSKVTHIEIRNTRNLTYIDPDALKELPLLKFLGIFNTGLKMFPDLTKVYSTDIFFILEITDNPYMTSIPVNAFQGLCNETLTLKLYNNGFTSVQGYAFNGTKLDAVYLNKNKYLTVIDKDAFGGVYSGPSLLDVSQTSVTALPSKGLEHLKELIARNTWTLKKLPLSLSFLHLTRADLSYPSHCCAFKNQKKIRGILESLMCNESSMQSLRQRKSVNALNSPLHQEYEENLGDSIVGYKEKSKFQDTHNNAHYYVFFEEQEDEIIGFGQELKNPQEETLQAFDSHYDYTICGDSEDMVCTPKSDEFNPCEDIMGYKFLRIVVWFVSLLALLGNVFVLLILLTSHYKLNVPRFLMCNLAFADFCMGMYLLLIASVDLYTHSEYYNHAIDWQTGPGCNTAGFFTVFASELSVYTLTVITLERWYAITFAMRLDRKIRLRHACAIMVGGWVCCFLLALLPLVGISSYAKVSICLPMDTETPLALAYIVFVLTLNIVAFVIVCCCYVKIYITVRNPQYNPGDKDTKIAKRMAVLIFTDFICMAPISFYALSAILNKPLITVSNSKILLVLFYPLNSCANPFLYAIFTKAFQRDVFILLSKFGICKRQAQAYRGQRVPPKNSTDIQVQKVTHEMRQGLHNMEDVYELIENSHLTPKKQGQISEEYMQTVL
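TSHR-expressing cells, 200/well, pre-treated with compound, then stimulated with EC80 TSH (4nM final) for 2 hours at 37 deg C. cAMP measured by competitive HTRF: anti-cAMP cryptate antibody in lysis buffer plus cAMP-d2, read after 30 minutes at room temperature.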
USP2a block: inhibitors of human ubiquitin-specific protease USP2a | USP2 core, Ub-CHOP2 coupled fluorogenic reporter, 485/531 | O75604 | Potency, µM (highest dose often 38.3 µM), for inactives: at the top dose activity change, negative = inhibition, usual class: inhibitors | 330,000 tested, 0.01% active;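 further: potency means the concentration at half of the fitted maximal effect; plate controls were DMSO wells for no effect and full inhibition by NEM control for full effect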
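Cell-free coupled assay: 10nM USP2 core preincubated 30min RT with compound in Tris-HCl pH 8.0/CaCl2/CHAPS buffer, then 25nM Ub-CHOP2 and 25nM reporter substrate; fluorescence (Ex 485/Em 531) read after 60min RT, normalized to NEM inhibition, concentration-response curves fitted.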
Eya2 phos inh: Eya2 (human) phosphatase inhibition; O00167; recombinant Eya2, OMFP fluorescence dephosphorylation (OMFP is methylfluorescein phosphate); Potency, µM (titrated, usually from 76.9 µM), without a hit: at the top dose activity, negative = inhibition, usual class: inhibitors; 330,000 tested, 0.006% active; AID 488837; further: potency means the concentration at half of the fitted maximal effect; on the % scale 0 is the no-effect control and ±100 the full control effect
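Eya2 protein (added as 0.2 uM solution) was preincubated with compound for 10 min at ambient temperature in 50 mM HEPES pH 7.5, 50 mM NaCl, 5 uM MgCl2, 0.05% BSA, 1 mM DTT. OMFP (added at 50 uM) then reacted 10 min; fluorescence read at 485/525 nm.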
TCR act: T cell receptor activation | Potency, µM (highest dose often 9.22 µM), inactives show at the highest dose activation of IL-2 secretion, actives largely listed as activators | primary human leukocytes, anti-CD3, IL-2 HTRF, 48 h | 330,000 tested, under 10 active | AID 504894; further: % of control where 0% means no effect
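Primary human leukocytes incubated 48 hr with anti-CD3 beads plus compound, without co-stimulation. Secreted IL-2 measured by HTRF (europium cryptate/d2 anti-IL-2 pair, 320 nm excitation, 665 nm emission).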
TSG101-PTAP inh: blocks PTAP/TSG101 interaction to inhibit HIV-1 budding; Fluorescence polarization, FITC-PTAP peptide / Tsg101 binding; Potency, µM (titrated, usually from 115 µM), without a hit: at the highest dose activity change, negative = inhibition, most hits filed as inhibitors; 340,000 tested, under 10 active; AID 493005; active means well fitted inhibition curve with a large enough effect in the main read-out, with a control signal flat, not every such curve was filed as active; inconclusive means small, poorly fitted or top-dose-only effect, or effect the other way, or a change in a side signal; inactive means no such curve, though single readings can be large or run the other way; further: potency means the concentration at half of the fitted maximal effect; % of control where 0% means no effect
Target sequence (Q99816 whole entry, looked up): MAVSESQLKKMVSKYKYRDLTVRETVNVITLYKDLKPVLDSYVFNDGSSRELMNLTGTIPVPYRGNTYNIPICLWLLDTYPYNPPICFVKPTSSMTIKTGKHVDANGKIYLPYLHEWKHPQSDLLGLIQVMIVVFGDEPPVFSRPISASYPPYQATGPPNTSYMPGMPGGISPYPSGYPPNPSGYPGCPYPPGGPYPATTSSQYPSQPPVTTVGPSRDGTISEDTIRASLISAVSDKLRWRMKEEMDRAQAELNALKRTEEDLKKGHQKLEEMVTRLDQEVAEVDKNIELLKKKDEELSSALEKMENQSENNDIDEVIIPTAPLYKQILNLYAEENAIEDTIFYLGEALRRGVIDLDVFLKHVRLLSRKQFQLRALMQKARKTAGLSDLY
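Tsg101 binding domain (10 uM final) was mixed with compound and a FITC-labeled PTAP peptide (50 nM final) in HEPES pH 7.5 buffer with NaCl, Tween 20, EDTA and TCEP; fluorescence polarization was read after 20 min at r.t.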
Mito fusion yeast: mitochondrial division inhibition or fusion activation; S. cerevisiae fusion-defective mutant growth rescue, CellTiterGlo 48 h; 320,000 tested, 0.23% active; Potency, µM (series often up to 46.1 µM), without a hit: at the highest dose growth rescue (activation), actives largely listed as activators; AID 485298;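 further: potency means the concentration at half of the fitted maximal effect; % of control where 0% means no effect; nearly all actives have a fitted effect of over 45% in size; temperature-sensitive fusion mutants such as fzo1-1 at 37 °C on non-fermentable ethanol glycerol medium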
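S. cerevisiae fusion-defective temperature-sensitive mutants (e.g. fzo1-1, mgm1-5) grown 48 h at 37C in YPEG (ethanol/glycerol non-fermentable) medium with 23 nl compound per well; growth rescue read as CellTiterGlo luminescence.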
ELG1 repair inh: inhibitors of ELG1-dependent DNA repair in HEK293T cells. AID 504467. Potency, µM (highest dose often 46.1 µM), inactives show at the top dose activity change, negative = inhibition, actives largely listed as inhibitors. 330,000 tested, 2.3% active. HEK293T ELG1-luciferase reporter, luminescence, 16 h; DNA damage induced by 5-fluorouridine; further: potency means the concentration at half of the fitted maximal effect; on the % scale 0 is the no-effect control and ±100 the full control effect; nearly all actives have a fitted effect of over 55% in size
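HEK293T cells expressing luciferase-tagged ELG1 (2,000/well) received 5-Fluorouridine plus compound or DMSO for 16 hr at 37 °C. Luciferase was read by ONE-Glo luminescence after 30 min at room temperature.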
* marks the source's active call; other numbers are inactive results; ? = inconclusive; . = no result given; [ ] = dose if it differs, or a comment. Unless noted, the call rests on the fitted dose curve; in most records, active means well fitted curve in the direction sought with a large enough effect; inconclusive means small, poorly fitted or top-dose-only effect, or another doubt; inactive means no such curve, though single readings can be large; an effect the other way counts as inactive or inconclusive.

SMILES | B2AR arrestin | uPA generation | Tb PFK block | BCR signal inh | TSHR antagonist | USP2a block | Eya2 phos inh | TCR act | TSG101-PTAP inh | Mito fusion yeast | ELG1 repair inh
COc1cccc(NS(=O)(=O)c2ccc(C)c(C(=O)N3CCCCC3)c2)c1 | -0.9% | -4% | 4% | 0% | -3 | 3% | -4% | 1% | 0% | -2% | -15%
COc1ccc(OC)c(Nc2ccc(C(=O)O)cc2[N+](=O)[O-])c1 | -0.5% | -1% | -2% | 12% | -7 | -1% | 1% | 6%[46.1 µM] | -7% | 2% | 6%
COc1ccc2nc(NC(=O)CCN3C(=O)c4ccccc4C3=O)sc2c1 | -0.5% | . | -1% | -3% | -11 | 3% | -6% | 5% | -7% | 2% | -3%
O=C(NCc1ccccn1)c1c(Cl)cccc1Cl | -1.0% | -8% | 0% | -3% | -5 | 2% | 11% | 3% | 0% | -1% | -13%
CCN(C[C@H]1N[C@@](CC)(C(=O)OC)[C@H]2C(=O)N(C)C(=O)[C@@H]12)C(=O)COc1ccccc1 | -0.6% | 4% | 8% | 1% | 6 | 0% | 6% | 11% | -1% | . | 1%
CCOC(=O)c1cnn(-c2ccccc2)c1-n1cccc1C(=O)C(=O)N(CC)CC | 0.4% | 3% | -7% | 2% | 14 | 8% | -11% | -8% | -5% | 1% | 7%
Cc1ccc(NC(=O)Nc2ccc(S(N)(=O)=O)cc2)cc1 | 0.3% | 1% | 21µM* | 2% | 1 | 1% | 4% | 4% | 1% | 2% | 13%
N#CC1CC(c2ccccc2)Nc2cc(Cl)ccc2N1 (configuration not stated) | -1.9% | ? | 3% | ? | 25 | -7% | -10% | -6% | -7% | 4% | ?
COC(=O)c1ccccc1NC(=O)Nc1nnc(N2CCC(C)CC2)s1 | 0.2% | -11% | -2% | 5% | 1 | 0% | -10% | -5% | -10% | 0% | 15%
Cc1ccnc(NC(=O)CCC(=O)N(Cc2ccco2)C(C(=O)NC(C)C)c2ccc(F)cc2)c1 (configuration not stated) | -0.3% | 0% | -11% | -7% | 24 | 1% | ? | 3% | -4% | 1% | -4%
Cc1ccc(NC(=O)COC(=O)c2ccc(S(=O)(=O)N3CCCCC3)cc2)cc1 | -3.1% | -5% | -1% | 0% | 5 | 0% | -4% | -12% | -3% | 0% | ?
COc1ccc(N(CC(=O)NCCc2ccccc2)C(=O)CCC(=O)Nc2ccccn2)cc1 | 0.8% | -2% | 1% | -9% | 5 | 1% | -5% | 2% | -1% | -8% | -3%
COc1ccc(/C=N/NC(=O)C[n+]2ccccc2)c(OC)c1OC | -0.3% | -5% | 2% | -1% | -1 | 6% | 0% | 2%[46.1 µM] | 0% | -6% | -2%
O=S(=O)(Nn1cnnc1)c1ccccc1 | -0.7% | 3% | 1% | ? | -1 | -2% | 0% | -4%[46.1 µM] | -1% | -2% | 10%
CNC(=S)N/N=C/c1ccccc1OCC(=O)O | -0.3% | 1% | 0% | -4% | 11 | 1% | 0% | -7% | 3% | -1% | 0%
O=C(CCc1ccccc1O)N/N=C/c1ccc(Sc2cccc3cccnc23)o1 | -0.1% | 1% | -2% | ? | 3 | 0% | -15% | -5% | 0% | 6% | ?
C[C@H](NC(N)=O)C(=O)OCC(=O)NCc1cccs1 | 0.3% | 2% | 3% | -6% | -3 | -1% | -4% | -1% | -1% | 0% | -4%
CC(=O)c1c(O)cc(C)n(Nc2nc(C)cc(C)n2)c1=O | 0.2% | -5% | -1% | 11% | 7 | 0% | -24% | -2% | -4% | 26% | 3%
Cc1cc(C(=O)N2CCC(CO)(Cc3cccc(C(F)(F)F)c3)CC2)n[nH]1 | 0.2% | 1% | -5% | -13% | 0 | 0% | 3% | -6% | 0% | -6% | 0%
CCn1cc(C(=O)N[C@@H](CCSC)C(=O)NCCCN2CCOCC2)c(=O)c2cc3c(cc21)OCO3 | -0.8% | -2% | 2% | -5% | 6 | 1% | 5% | -13% | -1% | 4% | 0%
C/C=C(/C)C(=O)O[C@@H]1c2c(ccc3ccc(=O)oc23)OC(C)(C)[C@@H]1OC(C)=O | -1.1% | 5% | 2% | 1% | -4 | 1% | 26% | -1% | -9% | . | 26%
COc1ccc(NC(=O)c2c(F)cccc2Cl)cc1S(=O)(=O)N1CCOCC1 | -0.6% | -4% | 0% | -3% | 6 | -4% | -23% | 0%[46.1 µM] | 0% | . | -16%
CCCN(C(=S)Nc1ccccc1)C1CCS(=O)(=O)C1 (configuration not stated) | 0.2% | 0% | 1% | 7% | 4 | 1% | 1% | -5% | -1% | -1% | -5%
C/C(=N/NC(=O)CNC(=O)C1COc2ccccc2O1)c1ccc2c(c1)OCCO2 (configuration not stated) | 0.3% | -3% | 0% | ? | 0 | -1% | -7% | 1% | -6% | 1% | -1%
COc1ccc(OCc2nc(C#N)c(N3CCN(c4ccc(OC)cc4)CC3)o2)cc1 | -0.9% | 11% | 19% | -1% | -11 | -1% | -10% | 9%[46.1 µM] | -3% | 7% | -22%
SMILES | B2AR arrestin | uPA generation | Tb PFK block | BCR signal inh | TSHR antagonist | USP2a block | Eya2 phos inh | TCR act | TSG101-PTAP inh | Mito fusion yeast | ELG1 repair inh
CC(OC(=O)C1=COCCO1)C(=O)NC1(C#N)CCCCC1 (configuration not stated) | -0.3% | 5% | 7% | 2% | 0 | 1% | -16% | -5%[46.1 µM] | -5% | . | 7%
CSc1nc(C)c2c(n1)N(c1ccc(O)cc1)CC2 | -1.4% | -8% | 2% | ? | 16 | 7% | -5% | 0% | -3% | -1% | -2%
O=C(NCc1ccccc1Cl)c1ccc(-c2ccccc2)cc1 | -1.3% | 1% | -6% | 2% | -7 | 2% | -6% | 6%[46.1 µM] | -1% | -1% | ?
CCc1ccccc1SCc1noc(C(=O)NCC2CCCO2)c1C(=O)O (configuration not stated) | -0.8% | -3% | 2% | ? | -6 | 0% | 21% | -2% | 0% | -1% | 0%
COc1cc(C)ccc1OCc1cc(C(=O)N2CCN(C3CCCCC3)CC2)no1 | 0.4% | -21% | 0% | -2% | -6 | 2% | -2% | -7% | -2% | 2% | ?
CCOC(=O)c1sc2nc3c(SCC(=O)O)cc(C(=O)c4cc(F)ccc4O)cn3c(=O)c2c1C | -0.2% | -4% | 14% | 9% | -27 | -13% | -6% | -1%[46.1 µM] | -4% | -6% | 24%
COc1cc(C(=O)NCCC(=O)NCCN2CCCCCC2)cc(OC)c1OC | -0.3% | . | 1% | 0% | 4 | 3% | -4% | -2% | -9% | -3% | 22%
Cc1ccc2c(c1)c(N=NC(N)=S)c(O)n2Cc1ccccc1 | -0.6% | -3% | -1% | 1% | -6 | 3% | -2% | 11%[46.1 µM] | 0% | -2% | 16%
CCC(C)NC(=O)CSc1nc2n[nH]c(C)c2c(=N)n1-c1ccc(OC)cc1 (configuration not stated) | 0.6% | -11% | 0% | ? | 21 | 2% | -6% | 11% | -7% | 6% | 4%
O=C(Cn1cc2c(n1)CCCC2)Nc1ccccc1Cl | 0.3% | 14% | -2% | 0% | -2 | 0% | 3% | -3% | -3% | 3% | 6%
O=C(NNC(=O)c1cccs1)c1ccc(Cl)c(Cl)c1 | -0.7% | 4% | 3% | ? | 5 | 2% | 13% | 0%[46.1 µM] | 0% | -1% | 1%
Cc1ccc(CSc2[nH]c(=O)ncc2C)cc1 | 0.0% | -2% | 0% | -10% | 3 | 2% | 1% | 5% | -10% | 26% | ?
COc1ccc(-c2cc3c(=O)n(CC(=O)NCc4cccnc4)nc(C)n3n2)cc1 | -0.9% | -1% | -17% | -2% | -139* | 1% | -12% | 2% | -9% | ? | 26%
O=C(CC1CCCC1)NCCS(=O)(=O)N1CCN(c2ccc(F)cc2)CC1 | 0.4% | 13% | -2% | 0% | 4 | -1% | -2% | -1% | -1% | 1% | -9%
Cc1cc(C)cc(NC(=O)Cn2c(-c3ccccc3Cl)nc3ccccc32)c1 | -0.8% | 1% | -1% | 12% | -5 | -2% | 4% | 3%[46.1 µM] | -4% | -4% | -3%
CC(C)=CCOc1ccc2ccc(=O)oc2c1 | 0.3% | -12% | -3% | -1% | -22 | -1% | -12% | -7% | 2% | 4% | ?
